Source: PubChem
IL-1B inflam inh: inflammasome signaling inhibition, IL-1 beta readout. 360,000 tested, 4.7% active. AID 743279. activity change, % at 57.5 µM. THP-1 LPS/ATP IL-1B secretion, AlphaLISA, 16 h; hits give low values; in the data active = activity change below about -50%; inconclusive = mostly about -30% to -49%; note: % is set by controls: 0 for no effect and ±100 for the full control effect
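Secreted IL-1B measured by AlphaLISA bead assay after 16 h compound exposure of THP-1 cells; compounds (final up to 57.5 uM) added 1 h before LPS (250 ng/mL) and ATP (1.25 mM) stimulation; lower signal means less secretion.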
TGFb inhibitor: blocks TGF-b signaling. HepG2 CAGA-GFP TGF-b/SMAD3 reporter, GFP fluorescence, 18 h; TGF-beta stimulated, 500 pg/mL final. Potency, µM (doses to about 46.1 µM), for the others: top-dose activity, negative = inhibition, actives largely listed as inhibitors. 410,000 tested, 1.2% active. AID 588855; note: potency is the fitted concentration of half-maximal effect; % is set by controls: 0 for no effect and ±100 for the full control effect; nearly all actives have a fitted effect of over 65% in size
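TGF-beta reporter screen: HEPG2 CAGA-GFP, 1% FBS, 500 pg/mL TGF-beta final, 18 h; per-cell GFP summed per well; curves fitted and categorized by class.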
ATXN2 expr inh: ATXN2 expression inhibition. Potency, µM (series often up to 57 µM), for inactives: at the highest dose activity change, negative = inhibition, usual class: inhibitors. 360,000 tested, 0.72% active. HEK-293 ATXN2-luciferase reporter, luminescence, 24 h; note: potency is the fitted concentration of half-maximal effect; % is set by controls: 0 for no effect and ±100 for the full control effect; nearly all actives have a fitted effect of over 55% in size
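qHTS (up to 57 uM final) was run with 24 h compound exposure of reporter cells at 37 °C. Each well was multiplexed: SteadyGlo luminescence measured ATXN2-luciferase expression after a fluorogenic Gly-Phe-AFC viability readout (25 uM final).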
HepG2 viability: counter-screen for TGF-b inhibitors: cytotoxicity in HepG2 cells | Potency, µM (highest dose often 46.1 µM), for the others: at the top dose activity change, negative = cytotoxicity, hits mostly cytotoxic | HepG2 CAGA-GFP viability, ATP luminescence, 18 h | 410,000 tested, 0.76% active | AID 588856; note: potency is the fitted concentration of half-maximal effect; some results filed as inactive show a strong effect at the top dose
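CellTiter-Glo luminescence gave cytotoxicity after 18 hours at 37 degrees C. The cells were HepG2 CAGA-GFP in 1% FBS DMEM, stimulated with 500 pg/mL TGF-beta after compound addition. %Activity was normalised to no-cell wells (complete cell-killing) and DMSO (no toxicity), and curves were fitted and classified.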
A549 viability: A549 cytotoxicity, counter-screen for Nrf2 inhibitors; A549 ARE-Fluc cells, CellTiter-Fluor viability, 18-24 h; Potency, µM (doses to about 46 µM), for inactives: at the highest dose activity change, negative = cytotoxicity, hits mostly inhibitors; 390,000 tested, 0.16% active; AID 504648; note: potency is the fitted concentration of half-maximal effect; % is set by controls: 0 for no effect and ±100 for the full control effect
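A549 ARE-Fluc cells in 5% FBS OPTI-MEM, 5000 cells/well, rested 2 h then exposed to compounds in concentration-response for 18-24 h at 37 °C. Viability by CellTiter-Fluor fluorescence (Ex 405/Em 525) after 30 min; luciferase luminescence (BugLite, 15 min, RT) read afterwards.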
ATXN viability: cell viability loss in ATXN counter-screen | S2 cells (HEK-293 line with an ATXN2-luciferase reporter) viability, CellTiter-Fluor protease fluorescence, 24 h | Potency, µM (top dose mostly 56.7 µM), actives largely listed as cytotoxic | 400,000 tested, 0.49% active | AID 651635; note: potency is the fitted concentration of half-maximal effect; nearly all actives have a fitted effect of over 40% in size
Nrf2 activator: Nrf2 pathway activation | AREc32 ARE-luciferase reporter (MCF7-derived line), luminescence, 24 h | Potency, µM (series often up to 46.1 µM), for the others: at the top dose activation, actives largely listed as activators | 410,000 tested, 0.31% active; note: potency is the fitted concentration of half-maximal effect; % of control where 0% means no effect; nearly all actives have a fitted effect of over 65% in size
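AREc32 cells carrying an ARE-driven firefly luciferase reporter were seeded at 1000 cells/well in OPTI-MEM with 5% FBS, then exposed to compound for 24 hr at 37 deg C. Luminescence was read with Steady-Glo after 30 min at RT.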
Nrf2 block: Nrf2 pathway inhibition. A549 ARE-Fluc reporter, luciferase luminescence, 18-24 h. Potency, µM (series often up to 46 µM), without a hit: top-dose activity change, negative = inhibition, actives largely listed as inhibitors. 360,000 tested, 2.1% active; note: potency is the fitted concentration of half-maximal effect; % is set by controls: 0 for no effect and ±100 for the full control effect; nearly all actives have a fitted effect of over 60% in size
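In this cell-based qHTS, ARE-driven firefly luciferase in A549 cells reports Nrf2 activity; the luminescent signal after BugLite lysis is the measured value, with a prior CellTiter-Fluor read for cell health.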
MCF10A rereplic: inducers of DNA re-replication in MCF 10A breast cells; MCF 10A DNA re-replication, Hoechst nuclear intensity, 48 h; Potency, µM (series often up to 46.1 µM), without a hit: at the highest dose activity, positive = re-replication, hits mostly activators; 350,000 tested, 2.9% active; note: potency is the fitted concentration of half-maximal effect; % of control where 0% means no effect; nearly all actives have a fitted effect of over 50% in size
An asterisk follows results filed as active; i = inactive; ? = inconclusive; / = not tested or not shown; & = joins results of further samples; [ ] = another dose, or the depositor's remark. Unless noted, calls come from the whole dose curve; as a rule, active = well fitted curve in the direction sought with a large enough effect; inconclusive = small, poorly fitted or top-dose-only effect, or another doubt; inactive = no such curve, though single readings can be large; an effect the other way counts as inactive or inconclusive.

SMILES	IL-1B inflam inh	TGFb inhibitor	ATXN2 expr inh	HepG2 viability	A549 viability	ATXN viability	Nrf2 activator	Nrf2 block	MCF10A rereplic
Cc1c(C)c2c(OCC(=O)N[C@@H](CC(C)C)C(=O)O)cc3c(c2oc1=O)CCC(C)(C)O3	37	3%	-18%	13%	-11%	i	-0.6%	26%	-1%
CCOC(=O)Cn1cnc2c(nnn2-c2ccc(OC)cc2)c1=O	-21	-12%	-2%	0%	-7%	i	-0.1%	/	4%
O=C(Nc1nncs1)C12CC3CC(CC(Cl)(C3)C1)C2	2	14%	10%	16%	7%	i	-0.4%	0%	14%
COCCn1c(SCC(=O)NCCc2ccccc2)nc2c([nH]c3ccccc32)c1=O	i	?	3%	17%	-4%	?	0.9%	0%	-2%
Cc1nnsc1SCCNC(=O)c1c(F)cccc1F	6	4%	6%	3%	-9%	i	0.1%	-4%	-1%
Cc1cc(S(=O)(=O)NCc2ccncc2)c(C)cc1Br	0	?	-15%	-54%	-8%	i	0.0%	4.1µM*	-2%
CCN(CC(=O)Nc1ccccc1OC)C(=O)C1CC2C=CC1C2 (stereo unspecified)	26	-2%	-6%	-7%	4%	i	-0.6%	-28%	16%
CC(=O)c1ccc(N2CCN(C(=O)CCC(=O)Nc3ccc4nc(N5CCN(C)CC5)cc(C)c4c3)CC2)cc1	-19	-1%	12%	-18%	-29%	i	5.5%	-5%	?
CCNC(=O)C1(C)CCN(C(=O)c2ccccc2C(F)(F)F)C1 (stereo unspecified)	37	-5%	3%	-12%	/	i	0.1%	/	/
O=C1OCCC1Sc1nc2ccccc2n1-c1ccccc1 (stereo unspecified)	24	29%	2%	-2%	3%	i	-0.5%	/	6%
COc1ccc(C/C(C)=N/NC(=O)c2cc(C)oc2C)cc1	-3	-15%	22%	4%	20%	i	1.2%[9.22 µM]	13%	-2%
Cc1ccc(C)c(N(C(=O)CNC(=O)c2ccco2)C(C(=O)NCC2CCCO2)c2ccccc2)c1 (stereo unspecified)	-11	-22%	-24%	-19%	0%	i	3.6%	-6%	-9%
Cc1ccc(S(=O)(=O)N2CCN(c3ncccn3)CC2)c(C)c1	0	-16%	3%	-13%	2%	i	0.3%	-11%	-6%
CCOC(=O)c1ccc(NC(=S)NCCCN2CCN(C3CCCCC3)CC2)cc1	-13	-8%	-32%	-1%	1%	?	-0.8%	6%	3%
CC(C)CN1CCN(Cc2cccn2-c2ccccn2)CC1CCO (stereo unspecified)	-7	21%	/	13%	19%	i	-1.4%	9%	14%
O=C(CN1CCN(Cc2ccc3c(c2)OCO3)CC1)N1CCc2[nH]c3ccc(F)cc3c2C1	?	-2%	-12%	-39%	0%	i	3.6%	-18%	2%
O=C(NCCN1C(=O)S/C(=C\c2ccccc2F)C1=O)C1=COCCO1	2	-1%	-4%	0%	-17%	?	5.3%	-12%	2.6µM*
CC(=O)Nc1ccc(NC(=O)CSC2=NS(=O)(=O)c3cc(F)ccc3N2)cc1	-7	1%	-5%	1%	1%	i	0.2%	3%	11%
O=C(Nc1ccc2c(c1)OCO2)c1ccc(S(=O)(=O)N2CCCC2)cc1	-15	10%	-18%	-1%	0%	i	2.5%	2%	0%
NC(=O)c1ncn([C@@H]2O[C@H](CNCc3ccc(OCC(=O)Nc4nccs4)cc3)[C@@H](O)[C@H]2O)n1	13	-7%	-3%	3%	-3%	i	-0.6%	-12%	?
CCOC(=O)/C=C1\SCC(=O)N1CC(=O)NC(C)c1ccccc1 (stereo unspecified)	3	-13%	10%	-2%	-9%	i	-0.1%	9%	?
CCOc1ccc(-c2cc(C(=O)NCc3ccccc3)c3c(-c4ccc(CC)cc4)[nH]nc3n2)cc1	/	-14%	16%	4%	17%	i	-0.7%	?	/
Cc1ccc(Nc2nnc(C)c3ccccc23)c(C)c1	-10	56%[activator]	/	111%	-11%	i	0.8%	?	7%
COc1ccc(/C=N/NC(=O)CNC(=O)c2ccc3c(c2)OCCO3)c(C(=O)O)c1OC	1	2%	4%	2%	1%	i	-2.3%	-7%	-2%
Cc1ccc(N2C(=O)NC(NC(=O)C(C)(C)C)(C(F)(F)F)C2=O)cc1C (stereo unspecified)	13	-23%	16%	0%	-1%	i	3.5%	-4%	-3%
CCc1ccccc1N(C(=O)c1snc(C(N)=O)c1N)C(C(=O)NCC1CCCO1)c1ccc(OC)c(OC)c1 (stereo unspecified)	8	1%	-17%	9%	-11%	i	-0.7%	?	21%
CC(C)(C)OC(=O)N1CCCC1C(=O)N1CCc2ccccc21 (stereo unspecified)	34	5%	-11%	-1%	-16%	i	-0.4%	8%	8%
O=C(COC(=O)c1cccnc1)Nc1ccccc1	28	6%	-11%	7%	7%	i	-0.4%	/	-3%
COc1ccc(-c2nn(-c3ccccc3)cc2CO)cc1OC	-11	0%	1%	2%	-6%	i	-0.1%	-19%	?
COc1cc(NS(=O)(=O)c2cc(Br)cc3c2N(C(=O)C2CC2)CC3)cc(OC)c1	/	2.2µM*	/	-23%	?	/	-0.4%	/	/
Fc1ccc(-c2[nH]ncc2-c2nnnn2-c2ccccc2)c(F)c1	-8	-17%	-11%	-4%	-1%	i	0.2%	-26%	16%
COc1ccc(C(=O)NCC(c2cccs2)N2CCc3ccccc32)c(OC)c1 (stereo unspecified)	13	?	-13%	-9%	-10%	i	0.5%	?	14%
Cc1c(CC(=O)NCCCCCC(=O)O)c(=O)oc2cc3occ(-c4ccccc4)c3cc12	32	0%	-2%	0%	-6%	i	3.6%	?	5%
CCCCc1ccc(NC(=O)CN(C)CC(=O)Nc2ccccc2Cl)cc1	-74*	22µM*	-10%	-33%	1%	i	4.4%	-7%	?
Cc1ccc(Nc2nc(N3CCOCC3)nc(N3CCOCC3)n2)cc1	/	2%	-31%	-32%	-6%	i	2.7%	?	9%
Cc1ccc(C2N(c3cccc(Cl)c3)C(=O)C3CCCN32)o1 (stereo unspecified)	-1	-4%	1%	-10%	6%	i	-0.7%	-4%	11%
O=C(N/N=C/c1ccco1)c1cc(-c2cccs2)[nH]n1	30	18%	-22%	-8%	-1%	i	0.3%	6%	-3%
O=C(Nc1nc(N2C(=O)c3ccccc3C2=O)n(-c2ccccc2)n1)c1ccc(Cl)cc1	-9	-3%	-3%	-20%	2%	i	-1.2%	0%	-3%
CSc1cccc(NC(=O)C2CCCN(c3ncnc4c3nc3n4CCCCC3)C2)c1 (stereo unspecified)	7	-1%	?	-4%	-20%	i	-0.2%	18µM*	10%
COc1ccc(-c2noc(CCC(=O)N(C)c3ccccc3C)n2)cc1	/	-1%	-27%	-16%	-4%	i	0.2%	21µM*	/
Cc1ncc([N+](=O)[O-])n1CC(=O)NC(C)(C)C	8	27%	-6%	26%	2%	i	-0.8%	4%	-12%
O=C1[C@H]2[C@H](C=CC[C@H]2C(=O)N2CCOCC2)CCN1Cc1ccc(Cl)c(Cl)c1	6	-3%&-2%	1%	-10%&6%	1%	i	0.1%	6%	8%
CN(C)c1ccc(CNC(=O)c2cccc(NC(=O)N3CCSc4ncccc43)c2)cc1	/	-8%	/	-8%	2%	/	3.3%	-1%	/
C=C(C)C(=O)Oc1ccc(N2C(=O)CCC2=O)cc1	-5	?	/	-6%	-10%	i	?	-14%	-3%
COC(=O)c1cccc(NC(=O)CN2C(=O)c3ccccc3C2=O)c1	15	4%	0%	-5%	15%	i	0.0%	1%	48%
COc1ccc(CN2C(=O)C(CC(=O)NCCCN(C)C)CC(C(=O)N(C)C)=C2C)cc1 (stereo unspecified)	19	-2%	1%	-2%	/	i	0.0%	/	/
O=C(Cn1[nH]c(=O)c2ccccc2c1=O)OCC(=O)c1ccccc1	-30	3%	15%	1%	-1%	i	0.5%	-6%	-13%
CCc1ccc(NC(=O)CSc2nnc(-c3cnccn3)n2Cc2ccco2)cc1	17	17%	-8%	-37%	-3%	i	-0.7%	-17%	9%
CC(C)CCN1CCC[C@]2(N[C@H](c3ccc(C(F)(F)F)cc3)[C@@H]3C(=O)N(Cc4ccccc4)C(=O)[C@@H]32)C1=O	-19	-25%	-30%	-35%	/	?	-1.0%	/	/
CCOc1ccc(NC(=O)c2ccc(-c3cccc(Cl)c3C)o2)cc1	/	35%[activator]	0%	2%	2%	i	0.3%	-25%	/

Carrying on.
SMILES	IL-1B inflam inh	TGFb inhibitor	ATXN2 expr inh	HepG2 viability	A549 viability	ATXN viability	Nrf2 activator	Nrf2 block	MCF10A rereplic
O=C(Cn1c(=O)c(=O)n(Cc2ccccc2)c2ccc(Cl)cc21)NCC1CCCO1 (stereo unspecified)	13	9%	-20%	-15%	1%	/	0.5%	-7%	-14%
CCS(=O)(=O)N1Cc2ccccc2CC1C(=O)Nc1ccc(NC(C)=O)cc1 (stereo unspecified)	30	8%	0%	6%	-2%	i	-0.3%	9%	1%
CCSc1nnc(NC(=O)c2ccc3ccccc3n2)s1	8	?	?	-18%	-11%	/	?	?	?
COc1cc(F)ccc1-c1cc(C(=O)NCc2cc(C(F)(F)F)cc(C(F)(F)F)c2)[nH]n1	24	-13%	-9%	-42%	/	i	0.0%	/	/
CN1C2CCC1CC(NS(=O)(=O)c1ccc(C#N)cc1)C2 (stereo unspecified)	21	5%	-6%	-2%	5%	i	0.1%	-3%	1%

In another format: entries from further up
| SMILES | IL-1B inflam inh | TGFb inhibitor | ATXN2 expr inh | HepG2 viability | A549 viability | ATXN viability | Nrf2 activator | Nrf2 block | MCF10A rereplic |
| --- | --- | --- | --- | --- | --- | --- | --- | --- | --- |
| CCSc1nnc(NC(=O)c2ccc3ccccc3n2)s1 | 8 | ? | ? | -18% | -11% | / | ? | ? | ? |
| COc1cc(F)ccc1-c1cc(C(=O)NCc2cc(C(F)(F)F)cc(C(F)(F)F)c2)[nH]n1 | 24 | -13% | -9% | -42% | / | i | 0.0% | / | / |
| CN1C2CCC1CC(NS(=O)(=O)c1ccc(C#N)cc1)C2 (stereo unspecified) | 21 | 5% | -6% | -2% | 5% | i | 0.1% | -3% | 1% |

No enrichment for hits, and some 8.8% of all compounds hit somewhere here.
